Screening data: PubChem BioAssay, National Center for Advancing Translational Sciences (NCATS)
Menin-MLL TR inh: qHTS Assay for Inhibitors Targeting the Menin-MLL Interaction in MLL Related Leukemias: Competition With Texas Red Labeled MLL-derived Mutant Peptide | 0.23% of 270,000 active | Potency, µM (titrated, usually from 61.6 µM), for the others: top-dose FP activity change, negative = inhibition, hits mostly inhibitors | Menin + Texas Red MLL mutant peptide, fluorescence polarization | AID 1768, 2009 | O00255; active = well fitted inhibition curve with a large enough effect in the polarisation, with a control signal flat, not every such curve was filed as active; inconclusive = small, poorly fitted or top-dose-only effect, or effect the other way, or a change in a side signal; inactive = no such curve, though single readings can be large or run the other way; the % refers to the polarisation; also: potency is read from the fitted curve at half-maximal effect; % of control where 0% means no effect; many of its hits are not listed in these tables
KCNH2 3.1 block: qHTS for Inhibitors of KCHN2 3.1: Mutant qHTS; Potassium voltage-gated channel subfamily H member 2, brain isoform KCNH2 3.1 (human); activity change, % (tested at about 1.8 µM); AID 720553, 2013; U2OS KCNH2 3.1, thallium flux FluxOr; stronger effect = lower value; 0.95% of 340,000 active;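 active = maximum activity change below -70%; inconclusive = maximum activity change from -70% to -50%; inactive = maximum activity change above -50%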;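 also: thallium influx rate constant from kinetic fluorescence after stimulation buffer; % is scaled to controls: 0 for no effect and ±100 for the full control effect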
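Virally transduced U2OS (3.1 isoform, 4 h infection in dark at RT) → overnight 37 C → FluxOr + Red40 in HBSS/HEPES, 45 min → stimulation buffer, 2 min kinetic read → rate constant vs DMSO controls.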
GALK inhibitor: qHTS Assay for Inhibitors of Human Galactokinase (GALK); P51570; Purified GALK, Kinase-Glo residual ATP luminescence; Potency, µM (doses to about 57.5 µM), for inactives: top-dose activity change, negative = inhibition, usual class: inhibitors; 0.007% of 270,000 active; also: potency is read from the fitted curve at half-maximal effect; % is scaled to controls: 0 for no effect and ±100 for the full control effect
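The enzyme phosphorylates galactose (100 uM) using ATP (35 uM); inhibition is detected as higher residual ATP, quantified by bioluminescence after 1 h reaction at room temperature, pH 8.0.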
MLL CXXC-DNA inh: qHTS Fluorescence Polarization Assay for Inhibitors of MLL CXXC domain - DNA interaction. Histone-lysine N-methyltransferase 2A (Homo sapiens), Q03164. MLL-CXXC / FITC-HOXA9 DNA fluorescence polarization. Potency, µM (series often up to 115 µM), inactives show at the top dose activity change, negative = inhibition, actives largely listed as inhibitors. 0.037% of 290,000 active. AID 2662, 2010; active = well fitted inhibition curve with a large enough effect in the polarisation, with a control signal flat, not every such curve was filed as active; inconclusive = small, poorly fitted or top-dose-only effect, or effect the other way, or a change in a side signal; inactive = no such curve, though single readings can be large or run the other way; the % refers to the polarisation; also: potency is read from the fitted curve at half-maximal effect
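Steps: dispense CXXC domain solution (7 uM) → pin compounds or unlabeled HOX-A9 DNA control → 5 min ambient → add FLSN-HOX-A9 solution (50 nM) → spin → 30 min ambient → fluorescence polarization. Tris pH 7.5/NaCl/DTT/BSA buffer.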
Giardia killer: Small Molecules that selectively kill Giardia lamblia: qHTS | Giardia lamblia trophozoite viability | activity change, % at 7.66 µM, hits read low | 0.15% of 340,000 active; in the data active = activity change below about -80%; inconclusive = between about -30% and that limit;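 also: parasites exposed to compound for two days anaerobically before the ATP read; % is scaled to controls: 0 for no effect and ±100 for the full control effect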
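Trophozoites 100 cells/well + cpd; 48 hrs, 37 deg C, anaerobic. ATPLite 1-Step added, 15-30 min RT, luminescence read (ATP-based viability).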
B2AR arrestin: qHTS assay of beta-arrestin-biased ligands of beta2-adrenergic receptor. Beta-2 adrenergic receptor (Homo sapiens), P07550. beta-arrestin recruitment to beta2AR, cell-based reporter. Potency, µM (highest dose often 46.1 µM), without a hit: top-dose activation, most hits filed as activators. 0.02% of 330,000 active. AID 492947, 2010;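 also: potency is read from the fitted curve at half-maximal effect; 0% = DMSO controls and full agonism = EC100 isoproterenol or metaproterenol; nearly all actives have a fitted effect of over 65% in size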
Target sequence (P07550 whole entry, looked up): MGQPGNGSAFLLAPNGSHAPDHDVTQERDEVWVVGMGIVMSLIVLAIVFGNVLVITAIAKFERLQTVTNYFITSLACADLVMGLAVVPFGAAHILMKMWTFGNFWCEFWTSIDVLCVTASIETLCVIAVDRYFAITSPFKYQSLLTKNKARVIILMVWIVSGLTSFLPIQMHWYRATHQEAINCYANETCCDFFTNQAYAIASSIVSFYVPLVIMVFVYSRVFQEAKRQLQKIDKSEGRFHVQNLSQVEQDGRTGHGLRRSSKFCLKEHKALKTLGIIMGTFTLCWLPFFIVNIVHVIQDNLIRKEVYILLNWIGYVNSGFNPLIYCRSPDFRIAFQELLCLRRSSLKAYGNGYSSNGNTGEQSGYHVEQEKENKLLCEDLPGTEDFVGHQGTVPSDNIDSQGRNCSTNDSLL
TRPV1 agonist: HTS Assay for Compounds that Act as Agonists of the Vanilloid Receptor 1; Transient receptor potential cation channel subfamily V member 1 (Homo sapiens), Q8NER1; TRPV1-expressing cells, Fluo-8 calcium influx, agonist mode; activation, % at 8.33 µM; 0.19% of 320,000 active; AID 540275, 2011; in the data active = activation above about 80%; inconclusive = between about 30% and that limit; also: 0% is about no effect
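Fluo-8 calcium influx in TRPV1-expressing cells, kinetic read (ex 480/em 520 nm). Compound added and read 3 min for agonist activity, followed by capsaicin at EC20 final and 2 min further read for enhancement.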
USP2a block: qHTS Assay for Inhibitors of Ubiquitin-specific Protease USP2a Using CHOP2 as the Reporter. USP2 core, Ub-CHOP2 coupled fluorogenic reporter, 485/531. Potency, µM (titrated, usually from 38.3 µM), for inactives: top-dose activity change, negative = inhibition, usual class: inhibitors. AID 463254, 2010. Ubiquitin carboxyl-terminal hydrolase 2 (Homo sapiens), O75604. 0.01% of 330,000 active;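 also: potency is read from the fitted curve at half-maximal effect; plate controls were DMSO wells for no effect and full inhibition by NEM control for full effect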
Target sequence (O75604 whole entry, looked up): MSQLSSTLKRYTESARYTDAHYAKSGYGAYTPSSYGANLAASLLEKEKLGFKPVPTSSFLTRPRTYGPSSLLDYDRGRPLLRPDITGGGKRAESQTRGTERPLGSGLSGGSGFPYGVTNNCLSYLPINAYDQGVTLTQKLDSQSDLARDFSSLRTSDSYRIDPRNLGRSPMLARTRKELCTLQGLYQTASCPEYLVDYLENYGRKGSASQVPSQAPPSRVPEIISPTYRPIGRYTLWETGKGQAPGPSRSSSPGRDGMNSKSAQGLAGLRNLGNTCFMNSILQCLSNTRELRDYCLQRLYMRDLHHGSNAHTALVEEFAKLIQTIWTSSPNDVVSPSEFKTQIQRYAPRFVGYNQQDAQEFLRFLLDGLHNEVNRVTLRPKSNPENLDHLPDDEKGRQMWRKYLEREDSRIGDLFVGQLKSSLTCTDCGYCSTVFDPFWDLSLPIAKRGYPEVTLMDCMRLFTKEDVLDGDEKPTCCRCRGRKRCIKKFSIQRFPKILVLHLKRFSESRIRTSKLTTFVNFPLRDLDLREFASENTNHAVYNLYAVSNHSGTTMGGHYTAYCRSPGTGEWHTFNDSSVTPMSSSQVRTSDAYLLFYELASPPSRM
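Deubiquitinase activity read as fluorescence (485/531 nm) after Ub-CHOP2 cleavage activates the enterokinase reporter on its substrate; USP2 core 10nM, Ub-CHOP2 and substrate 25nM each, 30min compound preincubation then 60min RT; data normalized to NEM, curves fitted.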
Coupling enz: qHTS Assay for Inhibitors of Fructose-1,6-bisphosphate Aldolase from Giardia Lamblia: Coupling assay counterscreen; coupling enzyme system counterscreen, AmpLite Red fluorescence; activity change, negative = inhibition, % at 58.2 µM, hits read low; 0.67% of 290,000 active; AID 2472, 2010; in the data active = activity change below about -30%; also: % is scaled to controls: 0 for no effect and ±100 for the full control effect
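Activity here indicates interference with the coupling reaction, not aldolase inhibition. Compounds at 57.5 uM final met coupling enzymes for 10 min at RT; substrate and AmpLite Red detection followed, with a 525/598 nm fluorescence read after 20 min.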
PKM2 act: qHTS Assay for Activators of Human Muscle isoform 2 Pyruvate Kinase. Pyruvate kinase PKM (Homo sapiens), P14618. purified PKM2, Kinase-Glo ATP luminescence, activation; response scale: 0% is enzyme alone, no compound. Potency, µM (doses to about 57.5 µM), inactives show at the top dose activation, actives largely listed as activators. 0.34% of 260,000 active. AID 1631, 2009; also: potency is read from the fitted curve at half-maximal effect; % is scaled to controls: 0 for no effect and ±100 for the full control effect; nearly all actives have a fitted effect of over 55% in size
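Purified hPK-M2 (>95% pure) converted ADP (0.1 mM final) to ATP with 0.5 mM PEP in 50 mM imidazole pH7.2, KCl, MgCl2, Tween 20, BSA; 1 h at room temperature. ATP detected by Kinase-Glo luminescence.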
KCNH2 WT inh: qHTS for Inhibitors of KCHN2 3.1: Wildtype qHTS; 0.37% of 340,000 active; AID 720551, 2013; U2OS, BacMam KCNH2, thallium flux FluxOr; stronger effect = lower value; activity change, % at 1.84 µM; Voltage-gated inwardly rectifying potassium channel KCNH2 (Homo sapiens), Q12809;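 active = maximum activity change below -70%; inconclusive = maximum activity change between -70% and -50%; inactive = maximum activity change above -50%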; also: % is scaled to controls: 0 for no effect and ±100 for the full control effect
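U2OS cells were transduced with wild-type KCNH2 virus (2.03 x 10^8 / mL) for 4 h at room temperature, then cultured overnight at 37 C. Thallium flux was read with FluxOr dye. Rate constants were normalized to DMSO controls.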
The depositor's hits bear a star; i = inactive; ? = inconclusive; . = no result given; [ ] = remark or other dose. Unless noted, calls follow the shape of the dose curve; as a rule, active = well fitted curve in the direction sought with a large enough effect; inconclusive = small, poorly fitted or top-dose-only effect, or another doubt; inactive = no such curve, though single readings can be large; an effect the other way counts as inactive or inconclusive.

SMILES | Menin-MLL TR inh | KCNH2 3.1 block | GALK inhibitor | MLL CXXC-DNA inh | Giardia killer | B2AR arrestin | TRPV1 agonist | USP2a block | Coupling enz | PKM2 act | KCNH2 WT inh
COc1ccc(-c2cc(C(F)F)n3ncc(C(=O)Nc4c(C)n(C)n(-c5ccccc5)c4=O)c3n2)cc1 | -6% | 11 | -1% | -5% | -10 | 0.4% | 0 | 1% | -1 | -1% | -2
COc1ccccc1/C=C/C(=O)OCC(=O)NCc1ccc2c(c1)OCO2 | . | 1 | . | . | 12 | -0.3% | . | -2% | . | . | 6
CS(=O)(=O)c1ccc2nc(NC(=O)Nc3ccc(Cl)cc3)sc2c1 | 10% | -1 | 0% | 3% | 16 | 0.1% | 2 | 0% | 0 | 2% | 24
COC(=O)C1=C(N)Oc2cc(C)n(CC3CCCO3)c(=O)c2C1c1ccc(Cl)cc1 (stereo not given) | 0% | 13 | 4% | 1% | 4 | -0.1% | ? | 0% | 3 | 0% | -4
COc1cccc(NC(=O)Cn2cnc3sc(C)c(S(=O)(=O)N4CCCCC4)c3c2=O)c1 | -1% | -6 | -2% | 10% | -5 | -1.1% | -1 | 2% | -3 | -18% | -6
CCOC(=O)c1c(C)[nH]c(C(=O)COC(=O)COc2ccccc2C=O)c1C | 12% | -2 | -2% | 4% | -3 | 1.4% | 2 | 1% | 1 | -8% | -1
CCn1c(CNc2ccc(Cl)cc2)nnc1SCc1ccc(Cl)cc1 | -4% | -3 | 0% | -2% | 17 | 0.0% | 9 | -20% | 1 | -1% | 6
S=c1[nH]c(-c2ccccc2)cn1/N=C/c1cccs1 | . | 1 | . | -3% | 9 | ? | -6 | -1% | 0 | -9% | 1
NC(=O)c1ccc(NC(=O)CN2CCN(c3ccc(Cl)cc3)CC2)cc1 | ? | -1 | 3% | 4% | 4 | -0.9% | 3 | -13% | 2 | 0% | 4
COc1cccc(CN(C)C(=O)c2cc(COc3ccc4ncccc4c3)on2)c1 | -14% | -11 | -2% | -4% | -14 | 0.3% | 27 | 2% | 0 | -7% | 0
COc1ccc(OC)c(C2C(C(C)=O)=C(O)C(=O)N2CCc2ccc(OC)c(OC)c2)c1 (stereo not given) | 0% | 2 | -2% | -19% | -7 | 0.1% | 2 | 0% | 1 | 0% | -2
COc1ccc(N2CCN(C(=O)CN3C(=O)NC4(CCCc5ccccc54)C3=O)CC2)cc1 (stereo not given) | . | 0 | . | . | ? | 0.0% | -3 | 0% | . | . | 0
CCOCCc1nnc(NC(=O)CCS(=O)(=O)c2ccccc2)s1 | 6% | 6 | 17% | -1% | 31[activator] | 0.0% | -1 | 3% | 0 | 4% | 0
CCOc1cc(/C=C2\N=C3CCCCCN3C2=O)ccc1O | 1% | -1 | 1% | ? | -25 | 0.3% | 2 | 29% | -2 | 0% | 0
COC(=O)CSc1nnc2n(-c3ccc(OC)cc3)c(=O)c3c4c(sc3n12)CCCCC4 | -10% | 0 | 6% | 1% | 3 | 2.7% | 19 | -1% | 2 | 11% | 1
O=C(O)C1CC=CCC1C(=O)NCCCN1CCCC1=O (stereo not given) | -1% | 8 | -4% | 1% | -17 | -0.5% | 1 | 0% | 3 | -8% | 0
C=CCn1c(N)cc(=O)nc1SCC(=O)NC(C)c1ccccc1 (stereo not given) | -2% | -2 | 0% | 9% | 0 | 0.0% | 2 | 0% | 4 | 7% | 8
c1ccc2[nH]c(CCCc3nc4ccccc4[nH]3)nc2c1 | 10% | -23 | . | -5% | -13 | -0.8% | -1 | 0% | -2 | -2% | 11
CCOc1ncccc1C(=O)Nc1ccc2c(c1)OCCCO2 | . | 15 | . | . | 17 | 0.1% | 5 | -6% | . | . | -6
Nc1nc(Nc2ccccc2)nc(NC2CCCCC2)c1[N+](=O)[O-] | ? | 4 | 3% | 11% | -20 | -0.9% | -4 | 0% | 2 | . | -1

Laid out differently: results already given
compound	Menin-MLL TR inh	KCNH2 3.1 block	GALK inhibitor	MLL CXXC-DNA inh	Giardia killer	B2AR arrestin	TRPV1 agonist	USP2a block	Coupling enz	PKM2 act	KCNH2 WT inh
O=C(O)C1CC=CCC1C(=O)NCCCN1CCCC1=O (stereo not given)	-1%	8	-4%	1%	-17	-0.5%	1	0%	3	-8%	0
Nc1nc(Nc2ccccc2)nc(NC2CCCCC2)c1[N+](=O)[O-]	?	4	3%	11%	-20	-0.9%	-4	0%	2	.	-1

Further results
SMILES | Menin-MLL TR inh | KCNH2 3.1 block | GALK inhibitor | MLL CXXC-DNA inh | Giardia killer | B2AR arrestin | TRPV1 agonist | USP2a block | Coupling enz | PKM2 act | KCNH2 WT inh
Cn1cc(Br)c(C(=O)NC(=S)N2CCN(c3ccccn3)CC2)n1 | 1% | 2 | . | 7% | 6 | 0.1% | -2 | 5% | 2 | -6% | 7
CC(Cl)c1cc(-c2ncc(C(F)(F)F)cc2Cl)no1 (stereo not given) | -6% | -2 | 8% | 10% | -28 | -0.3% | 11 | 10% | 1 | 3% | i
CCOc1ccccc1NC(=O)CCNC(=O)c1ccco1 | 6% | -4 | -1% | 15% | 16 | 0.1% | -1 | 1% | -1 | . | -3
Cc1ccc(Cn2nnc(C(=O)Nc3cc(C)ccc3C)c2N)cc1 | 20% | -19 | -1% | -1% | -19 | 0.0% | 15 | 0% | 1 | 9% | 3
CC(C)NC(=O)c1ccc(-c2cc(C(F)(F)F)ccc2Cl)o1 | 0% | -4 | -5% | 3% | 2 | 0.2% | ? | 2% | 3 | 1% | -16
COc1ccc(-c2noc(CCCC(=O)N3CCN(c4cc(C)ccc4C)CC3)n2)cc1 | . | 9 | . | . | 47[activator] | 0.2% | . | -8% | . | . | -4
O=C(Nc1ccc2c(c1)OCO2)c1ccc(Br)o1 | -6% | 14 | 2% | -9% | 2 | -0.3% | ? | -6% | -2 | -49% | 14
CN(C(=O)CSc1ncnc2ccccc12)C1CCCCC1 | . | -8 | . | . | -23 | -1.0% | -3 | 2% | . | . | 2
CCN(CC)CCNc1nc2nonc2nc1NCCN(CC)CC | . | 1 | 4% | 7% | -1 | 0.5% | 0 | -1% | 3 | 1% | -4
COc1ccc(N=C2C(=Nc3ccc(OC)cc3)N(c3ccc(OC)cc3)C(=S)N2C)cc1 | ? | -2 | -6% | 1% | -13 | -0.3% | 0 | -1% | -8 | -1% | -8
COc1ccc(NC(=O)c2ccc(S(=O)(=O)N3CC(C)CC(C)C3)cc2)cc1S(N)(=O)=O (stereo not given) | . | 1 | . | . | -8 | 0.0% | 0 | -1% | . | . | -10
COc1ccc2c(c1)c(C(=O)CN1CCOCC1)c(C)n2C | -34% | 26 | -3% | 2% | -12 | -0.3% | 2 | -5% | -4 | 0% | 0
COc1cccc(CC(NC(C)=O)C(=O)NC2CCN(c3nc(C)cc(C)c3C#N)CC2)c1 (stereo not given) | -15% | -16 | -5% | -3% | 15 | 0.1% | -2 | 1% | 3 | -4% | -13
Cc1cc(=O)oc(C)c1C(=O)OCC(=O)c1ccc2ccccc2c1 | ? | -3 | 0% | 0% | -8 | -0.7% | 10 | -4% | -3 | -11% | 1
CC(=O)N1C(=O)C2(C(C#N)=C(N)Oc3cc(C)oc(=O)c32)c2ccccc21 (stereo not given) | 8% | -2 | 0% | 12% | -6 | -0.2% | 1 | -1% | 1 | 4% | -12
CC(=O)Oc1ccc(-c2cccc(C(=O)Oc3ccccc3)c2)cc1 | 2% | -5 | -2% | 1% | 6 | -0.9% | 9 | 2% | -3 | -11% | -13
Cc1ccc(S(=O)(=O)NCCNC(=O)c2nonc2N)cc1 | -4% | -10 | -1% | -4% | -9 | -1.2% | -3 | 2% | 0 | -1% | -2

Only part of the results is shown; rates above refer to the full screens.
